From PubChem BioAssay
HCV core dimer = HCV core protein dimerization inhibition | TR-FRET GST/Flag-core106 dimerization, 1536-well | inhibition, % at 5 µM | 300,000 compounds, 0.33% hits;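 active = inhibition above the mean of all tested compounds plus 3 SD, set per screening campaign, cut at about 45% in these data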
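Assay system: GST-tagged and Flag-tagged HCV core protein residues 1-106 / Times: compound-protein-antibody incubation 4 h at 22.5 °C / Signal: time-resolved FRET, ex 340 nm, em 617 and 671 nm / Evaluation: % inhibition based on acceptor/donor emission ratio / Benchmarks: wells lacking GST-core106 and wells with excess unlabelled core106 / Repeats: singlicate, one well per compound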
Efflux pump mplx = blocks antifungal efflux pumps in multiplex yeast assay; 330,000 compounds, 0.44% hits; S. cerevisiae Candida pump triplex, Nile Red efflux; inhibition, % at 10 µM;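 active = plate passing quality check with inhibition over a set limit, or well fluorescence over plate mean plus 4 SD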;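 also: Nile Red retained in pooled yeast measured as flow cytometry median fluorescence; 0% = buffer negative control and 100% = Enniatin B positive control; higher means more Nile Red kept so more efflux inhibition; some compounds called inactive have numbers as strong as hits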
PP1 counter = blocks human PP1-alpha phosphatase, a PP5 counter-screen. purified PP1alpha, OMFP fluorescence. 320,000 compounds, 0.9% hits. P62136. inhibition, % at 6.7 µM;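 active = inhibition above the mean inhibition of all tested compounds plus 3 SD, computed separately for each screening campaign, cut at about 15% in these data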
Target sequence (P62136 whole entry, looked up): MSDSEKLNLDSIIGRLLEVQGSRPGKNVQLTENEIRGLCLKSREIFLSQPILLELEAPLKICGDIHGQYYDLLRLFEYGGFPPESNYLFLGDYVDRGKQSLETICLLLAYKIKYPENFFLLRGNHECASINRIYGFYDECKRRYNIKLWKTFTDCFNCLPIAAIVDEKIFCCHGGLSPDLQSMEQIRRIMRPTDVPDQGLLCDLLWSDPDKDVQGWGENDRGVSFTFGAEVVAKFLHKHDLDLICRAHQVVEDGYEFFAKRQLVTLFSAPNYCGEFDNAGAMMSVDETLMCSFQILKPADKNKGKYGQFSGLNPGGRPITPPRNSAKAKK
PREPL inhibitor = human PREPL enzyme inhibition; Q4J6C6; inhibition, % at 5.96 µM; recombinant PREPL, fluorescence polarization activity-based probe; 320,000 compounds, 0.68% hits; in the data active = inhibition above about 43%;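 also: 0% = enzyme with DMSO and 100% = wells lacking enzyme; many of its hits are not listed in these tables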
Fh CTSL1 inh = cathepsin L1 inhibition, PFM18AAP counter-screen | 300,000 compounds, 0.49% hits | recombinant F. hepatica cathepsin L1, Z-Leu-Arg-MCA fluorescence | inhibition, % at 5.96 µM;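 active = inhibition above the mean of all tested compounds plus 3 SD, set per screening campaign, cut at about 17% in these data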;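 also: 0% = plate median of test compound wells and 100% = 1 µM Z-Phe-Ala-diazomethylketone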
ZTA counter = blocks Epstein-Barr virus ZTA, an EBNA-1 counter-screen; ZTA-DNA binding, fluorescence polarization; inhibition, % at 11 µM; 320,000 compounds, 0.15% hits; in the data active = inhibition above about 33%
Target sequence (P03206 whole entry, looked up): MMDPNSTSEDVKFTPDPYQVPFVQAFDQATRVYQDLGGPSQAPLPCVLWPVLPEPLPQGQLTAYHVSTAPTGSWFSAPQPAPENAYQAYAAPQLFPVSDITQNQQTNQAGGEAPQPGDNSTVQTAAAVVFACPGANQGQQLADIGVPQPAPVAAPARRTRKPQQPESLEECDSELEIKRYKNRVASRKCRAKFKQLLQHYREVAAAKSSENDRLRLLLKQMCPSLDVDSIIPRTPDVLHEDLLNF
TPT1 inh = blocks Candida albicans tRNA 2'-phosphotransferase; recombinant caTPT1, FP RNA substrate dephosphorylation; 300,000 compounds, 0.81% hits; inhibition, % at 5 µM;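 active = inhibition above the mean of all tested compounds plus 3 SD, set per screening campaign, cut at about 24% in these data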;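 also: plate controls were DMSO alone for no effect and ferristatin control at 100 nM for full effect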
PP5 primary = inhibitors of human protein phosphatase 5 (PP5). P53041. purified PP5c, OMFP substrate fluorescence. inhibition, % at 6.7 µM. 320,000 compounds, 0.18% hits;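 active = inhibition above the campaign's mean inhibition across all tested compounds plus 3 SD, cut at about 9.5% in these data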;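 also: 0% = DMSO only and 100% = 100 µM cantharidin control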
Target sequence (P53041 whole entry, looked up): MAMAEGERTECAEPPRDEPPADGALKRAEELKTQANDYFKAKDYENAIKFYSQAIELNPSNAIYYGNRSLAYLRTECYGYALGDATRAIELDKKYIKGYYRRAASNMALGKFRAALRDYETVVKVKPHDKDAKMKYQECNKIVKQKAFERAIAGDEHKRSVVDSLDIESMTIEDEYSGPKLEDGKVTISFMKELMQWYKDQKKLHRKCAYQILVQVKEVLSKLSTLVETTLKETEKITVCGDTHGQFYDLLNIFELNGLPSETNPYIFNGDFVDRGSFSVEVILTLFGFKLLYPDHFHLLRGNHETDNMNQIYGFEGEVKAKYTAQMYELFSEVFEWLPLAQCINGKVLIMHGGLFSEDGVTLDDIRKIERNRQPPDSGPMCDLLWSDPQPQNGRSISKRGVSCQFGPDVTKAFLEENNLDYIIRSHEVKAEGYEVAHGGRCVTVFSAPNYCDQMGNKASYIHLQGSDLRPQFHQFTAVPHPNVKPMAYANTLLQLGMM
EBNA-1 inhibitor = blocks EBNA-1 binding to DNA | EBNA-1 DNA binding, fluorescence polarization | inhibition, % at 14.8 µM | 300,000 compounds, 0.34% hits | AID 1950; in the data active = inhibition above about 28%
Active calls of the source: *; · = no result given; & = joins results of further samples; ! = a repeat was not active. The list is partial; count on the stated rates, not on these rows.

item	canonical_smiles	HCV core dimer	Efflux pump mplx	PP1 counter	PREPL inhibitor	Fh CTSL1 inh	ZTA counter	TPT1 inh	PP5 primary	EBNA-1 inhibitor
1	COc1ccc(NC(=O)c2cc(Cl)ccc2Cl)c([N+](=O)[O-])c1	3	-0.1	-1	6	-2	-5	-1	-0.3	-3
2	OCc1ncccc1O	3	0.0	-3	-16	-4	-6	-1	0.9	-1
3	O=c1[nH]cccc1-c1nc2ccccc2n1Cc1cccc(Cl)c1	3	0.2	2	-2	-2	15	-2	-0.7	7
4	Cc1ccc(-c2cc(C(=O)N/N=C/c3ccccc3)n[nH]2)o1	-15	0.1	8	-7	6	-4	1	-6.6	-1
5	O=C(NCCc1nnc2ccc(NCc3cccnc3)nn12)c1ccccc1F	-2	0.1	-3	16	-5	-26	-1	1.2	-4
6	OCCNc1nc(Nc2ccccc2C(F)(F)F)nc(N2CCCC2)n1	-1	-0.1	-5	-6	-3	-5	1	1.3	-7
7	COc1ccc(CNC(=S)Nc2cccc(Cl)c2)cc1	0	0.0	-4	-6	5	2	-4	-0.4	3
8	CCCCS(=O)(=O)Nc1ccc(C)cn1	1	4.2	-4	10	3	5	2	-1.0	13
9	CC(=O)N1CCOc2ccc(S(=O)(=O)N3CCC(C(=O)NCc4ccccc4)CC3)cc21	-7	-0.1	-4	4	-5	-12	2	-1.5	-7
10	CC1Cc2ccccc2N1C(=S)NC(=O)c1ccco1 (centres undefined)	4	0.0	-4	-3	2	9	3	1.1	14
11	CC1CCN(c2ccc(C(=O)Nc3nnc(C4CC4)s3)cc2[N+](=O)[O-])CC1	9	0.0	-1	-4	-3	-2	-1	-0.2	0
12	CCc1cc2c3c(c(=O)oc2cc1O)CCCC3	3	-0.1	1	-3	2	0	-3	2.4	2
13	O=C(NCC1CCCO1)c1cccc(NC(=O)c2ccccc2)c1 (centres undefined)	-7	0.2	-7	0	1	-2	-2	-7.5	-7
14	CCOC(=O)Nc1cccc2ccccc12	4	0.0	-2	-27	-2	-5	-1	2.8	-1
15	O=C(NC(=S)N1CCN(C/C=C/c2ccccc2)CC1)c1ccc(Cl)nc1	-9	-0.1	-3	20	-2	3	-3	-2.9	6
16	C/C(=N\NC(=O)Cn1nc(C)cc1C)c1ccc([N+](=O)[O-])cc1	1	0.0	-4	2	4	7	2	-1.2	-3
17	COc1ccccc1-c1nnc(NC(=O)c2ccc3ncsc3c2)o1	4	-0.1	9	15	4	11	1	-1.6	9
18	Cc1cccc(-n2cnc(C(=O)Nc3cccnc3)c2)n1	-5	-0.2	-4	6	2	-5	-3	-0.5	-3
19	CCOC(=O)C1CCN(C(=O)CCn2c(=O)[nH]c3ccsc3c2=O)CC1	-2	-0.1	-2	1	1	-1	2	0.1	6
20	Cc1ccccc1NS(=O)(=O)c1cc(C(=O)NCCC2=CCCCC2)ccc1Cl	6	-0.1	1	10	-1	-5	-3	2.7	9

Entries of single compounds as entered above. Values in the order: HCV core dimer | Efflux pump mplx | PP1 counter | PREPL inhibitor | Fh CTSL1 inh | ZTA counter | TPT1 inh | PP5 primary | EBNA-1 inhibitor
`Cc1ccc(-c2cc(C(=O)N/N=C/c3ccccc3)n[nH]2)o1` as listed: -15 | 0.1 | 8 | -7 | 6 | -4 | 1 | -6.6 | -1
`COc1ccccc1-c1nnc(NC(=O)c2ccc3ncsc3c2)o1` as listed: 4 | -0.1 | 9 | 15 | 4 | 11 | 1 | -1.6 | 9
`OCCNc1nc(Nc2ccccc2C(F)(F)F)nc(N2CCCC2)n1` as listed: -1 | -0.1 | -5 | -6 | -3 | -5 | 1 | 1.3 | -7
`Cc1ccccc1NS(=O)(=O)c1cc(C(=O)NCCC2=CCCCC2)ccc1Cl` as listed: 6 | -0.1 | 1 | 10 | -1 | -5 | -3 | 2.7 | 9

Going on with the list.
item	canonical_smiles	HCV core dimer	Efflux pump mplx	PP1 counter	PREPL inhibitor	Fh CTSL1 inh	ZTA counter	TPT1 inh	PP5 primary	EBNA-1 inhibitor
21	N#C/C(=C\c1cccc([N+](=O)[O-])c1)c1nnc2n1CCCCC2	-4	-0.2	1	2	-1	-1	-2	-1.0	-4
22	Cn1c(=O)[nH]c(=O)c2c1ncn2CCCc1ccccc1	-9	-0.2	-13	12	3	-3	-2	-10	-3
23	CN(C)CCCNc1c2c(nc3ccccc13)CCC2	6	0.0	-3	22	-1	-4	2	1.5	-8
24	Cc1ccc(C2CC2c2n[nH]c(=S)n2-c2cccc(C)c2)cc1 (centres undefined)	5	0.1	-1	2	3	9	1	1.8	-17
25	O=C(Nc1cccc(F)c1)/C(=C\c1cccnc1)NC(=O)c1ccco1	9	0.1	-4	3	-1	4	-1	-2.3	7
26	Cc1c(N=Cc2ccc(Br)s2)cccc1[N+](=O)[O-]	-1	0.8	-3	8	1	2	5	3.3	-6
27	CCN(c1ccccc1)S(=O)(=O)c1ccc(Cl)c(NC(=O)COC(=O)c2ccc(Cl)c(N)c2)c1	9	0.5	5	6	3	10	8	4.4	2
28	O=C(Nc1nnc(C2CC2)s1)C1CCCCC1	·	-0.2	-5	14	·	-7	·	3.1	·
29	COc1ccc(NC(=O)CCNS(=O)(=O)c2cccc3nonc23)c(OC)c1	8	-0.2	-3	0	5	12	0	-0.2	9
30	CCCCn1c(N)c(N(CC(C)C)C(=O)c2cccc(S(=O)(=O)N3CCCCCC3)c2)c(=O)[nH]c1=O	-12	0.4	3	0	0	2	3	6.2	-7
31	COc1ccc(CC2(C)OC(c3ccc(Cl)cc3)=NN2C(C)=O)cc1 (centres undefined)	-2	0.1	1	-28	3	14	0	0.8	15
32	CCOC(=O)c1c(C)nc2cc(C)cc(C)n12	-5	-0.1	-1	1	2	-4	-2	-3.1	-5
33	CCN1C(=O)c2cccc3c(Cl)ccc(c23)C1=O	7	0.0	-6	1	1	5	-5	3.0	9
34	COc1ccc(CCNC(=O)C(C)n2nc(C)n3c(cc4occc43)c2=O)cc1OC (centres undefined)	-7	0.0	-4	-3	-1	-6	-2	2.0	-7
35	COc1cc(-c2nnc3sc(-c4cccs4)nn23)cc(OC)c1OC	13	-0.3	2	-4	3	8	-1	-4.0	-20
36	CCc1ccc(Nc2ncccc2C#N)cc1	-1	0.2	-9	1	1	-12	3	3.6	3
37	COc1ccc(CCn2c(C3CCCCC3)nc3c(c(=O)c4ccccc4n3C)c2=O)cc1	24	0.1	16*	3	4	5	-3	-0.1	3
38	CCOC(=O)Cc1csc(NC(=O)Nc2cccc(OC)c2)n1	-1	-0.1	-4	6	0	3	4	1.1	13
39	Cc1cc(NS(=O)(=O)c2ccc(NC(=S)NC(=O)c3ccc(F)cc3Cl)cc2)no1	8	0.0	2	-9	0	7	1	2.8	6
40	O=c1cc(O)nc(SCc2ccccc2)n1-c1ccccc1	5&8	0.0&0.0	17*!	2&-8	-2&6	-7&-5	1&0	-1.1&0.2	-7&4
41	COc1ccc(S(=O)(=O)NCCC(=O)Nc2ccc(C)cc2)cc1	-3	0.0	-1	-11	-1	0	2	0.1	12
42	CC(=O)c1cccc(OCC(O)CN2CCN(C(=O)c3ccco3)CC2)c1 (centres undefined)	7	0.0	-1	-6	4	-2	0	-1.8	-7
43	CCN(CC)C(=O)C1CCCN(Cc2cccc(F)c2)C1 (centres undefined)	0	0.0	-3	2	-3	9	1	0.5	-1
44	Cc1ccc2nc(-c3ccccn3)c(NC3CCCC3)n2c1	-2	0.1	15	64*	6	-11	-3	4.3	-4
45	CC1CCCCN1C(=O)COc1ccccc1F (centres undefined)	-4	0.8	-11	8	-6	-10	2	2.2	-12
46	CCN(C(=O)CSc1nnc(-c2ccccc2)n1C)C1CCS(=O)(=O)C1 (centres undefined)	2	0.0	-9	-2	-1	7	0	-1.9	1
47	Cc1cc2nc(-c3cc(N4CCOCC4)ccc3[N+](=O)[O-])ccn2n1	-4	0.2	-2	-1	5	-2	-2	1.3	4
48	Cc1cccc(NC(=O)COc2ccc(Br)cc2C)n1	1	0.0	-2	-3	-3	-2	-1	5.7	-3
49	c1ccn2cc(-c3ccc4c(c3)OCO4)cc2c1	7	0.1	2	13	1	0	4	0.2	4
50	CN(C)S(=O)(=O)c1cccc(-c2nnc(SCCNCCO)n2-c2ccc(F)cc2)c1	-4	0.0	2	6	-1	-11	-1	-0.4	3
51	Cc1ccc(CN2CCNC(=O)C2CC(=O)N(C)CCc2ccccc2)cc1 (centres undefined)	-1	0.0	-1	14	0	-15	-3	-0.9	4
52	O=C(c1ccco1)N1CCN(C(=O)c2cccc3c2C(=O)N(C2CCCCC2)C3)CC1	-9	-0.3	-1	1	2	-12	27*	-0.3	-1
53	Cc1ccc(NC2c3ccccc3C(=O)N2c2cccnc2)cc1 (centres undefined)	-1	0.2	-5	-23	-4	5	0	-0.3	-6
54	CC1CC(C)CN(c2nc(NCc3ccco3)nc(N)c2[N+](=O)[O-])C1 (centres undefined)	-4	-0.3	2	7	3	5	-7	2.6	5
55	CCc1nnc2c(N(C)C)nc3ccccc3n12	-2	-0.1	-4	-3	2	2	-4	0.0	9
56	COc1cccc(Nc2nc(-c3sc(NC(=O)c4ccccc4)nc3C)cs2)c1	-6	·	1	10	4	-21	5	1.8	-1
57	CCOC(=O)N1CCN(CC(=O)Nc2nc3ccccc3s2)CC1	2	0.1	-6	7	1	-11	2	-1.0	-5
58	NC(=O)c1c(NC(=O)c2ccccc2C(=O)O)sc2c1CCCC2	5	0.0	-7	-2	-1	-2	2	2.4	-3
59	O=C(c1ccc(N2CCCCC2)c([N+](=O)[O-])c1)N(Cc1ccccc1)c1ccccn1	4	0.0	1	5	5	-6	1	-0.3	7
60	CC(C)(C)NC(=O)c1cc(F)c(F)cc1Cl	2	0.0	-7	-1	-3	10	0	-3.1	12
61	CCOC(=O)C1CCCCN1Cc1ccc(F)cc1 (centres undefined)	3	0.0	-1	-3	-4	-2	-2	2.8	7
62	O=c1cc(NCc2ccco2)[nH]c(=O)n1-c1ccc(Br)cc1	10	-0.1	-2	7	2	-2	7	0.5	9
63	CN(Cc1ccccn1)C(=O)CC1C(=O)NCCN1Cc1ccc(F)cc1Cl (centres undefined)	9	-0.1	-3	4	5	-10	-3	2.4	-8
64	O=C(Cc1ccc(Cl)cc1)Nc1ccc(SC(F)F)cc1	-4	-0.1	3	-25	0	7	2	7.1	-4
65	COc1cc2c(cc1NC(=O)C(c1ccccc1)c1ccccc1)CCCC2	17	0.1	3	-8	-1	-3	-1	3.9	3
66	CN1CCN(S(=O)(=O)c2ccc(NC(=O)COc3ccccc3)cc2)CC1	-10	-0.1	-4	12	9	-9	-1	-0.2	3
67	COc1ccc(-c2[nH]ncc2/C=N\NC(=O)c2ccc(Br)o2)cc1OC	-1	-0.1	-5	8	2	-10	23	2.8	3
68	CCCN(CC(=O)Nc1ccccc1C)C(=O)c1ccc(-c2ccc(C(C)=O)cc2)o1	2	0.0	-3	-16	3	-2	1	-0.6	-8
69	O=C(O)c1cccc(-c2ccc3c(c2)OCO3)c1	10	0.0	-2	3	1	15	1	-1.2	8
70	Cc1ccc(C(=O)Nc2ccc3cn[nH]c3c2)cc1S(=O)(=O)N1CCOCC1	8	-0.1	-1	-9	2	14	1	0.6	5
71	CC(=O)N1CCc2cc(S(=O)(=O)NCCC(=O)Nc3cc(C)cc(C)c3)ccc21	-8	-0.1	-2	0	3	-8	0	4.6	0
72	Cc1ccccc1S(=O)(=O)Cc1ccc(C(=O)NCCc2ccccc2)o1	8	0.1	-1	-8	-3	-8	-2	2.5	2
73	COc1cccc(Nc2nc(-c3ccc(O)cc3)cs2)c1	-3	-0.3	1	22	-3	2	2	3.2	1
74	COC(=O)c1ccc(CN(Cc2ccc(C(=O)OC)o2)C(C)(C)C)o1	-5	-0.1	-1	6	-1	4	1	1.7	-3
75	Cc1cc(Oc2ccccc2)nc(SCC(N)=O)n1	-1	0.0	-2	-3	-2	4	-1	-1.8	21
